hcDAF12 agonist – activates DAF-12 receptor from parasite H. contortus; HEK293 hcDAF-12 lit1-tk-luc reporter, luminescence; 0% DMSO, 100% Δ7-dafachronic acid; activation, % at 6.8 µM; actives 1.4% (n = 370,000); AID 652067;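 active = activation above the mean of all tested compounds plus 3 SD, cut at about 5.5% in these data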;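 also: 100% = response to 3 µM Δ7-dafachronic acid high control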
GC-A act – GC-A (human) enzyme activation. actives 0.14% (n = 370,000). activation, % at 10 µM. P16066. HEK293 GC-A cells, cGMP TR-FRET, EC30 ANP; 0% at EC30 ANP, 100% saturating ANP; in the data active = activation above about 40%
Target sequence (P16066 whole entry, looked up): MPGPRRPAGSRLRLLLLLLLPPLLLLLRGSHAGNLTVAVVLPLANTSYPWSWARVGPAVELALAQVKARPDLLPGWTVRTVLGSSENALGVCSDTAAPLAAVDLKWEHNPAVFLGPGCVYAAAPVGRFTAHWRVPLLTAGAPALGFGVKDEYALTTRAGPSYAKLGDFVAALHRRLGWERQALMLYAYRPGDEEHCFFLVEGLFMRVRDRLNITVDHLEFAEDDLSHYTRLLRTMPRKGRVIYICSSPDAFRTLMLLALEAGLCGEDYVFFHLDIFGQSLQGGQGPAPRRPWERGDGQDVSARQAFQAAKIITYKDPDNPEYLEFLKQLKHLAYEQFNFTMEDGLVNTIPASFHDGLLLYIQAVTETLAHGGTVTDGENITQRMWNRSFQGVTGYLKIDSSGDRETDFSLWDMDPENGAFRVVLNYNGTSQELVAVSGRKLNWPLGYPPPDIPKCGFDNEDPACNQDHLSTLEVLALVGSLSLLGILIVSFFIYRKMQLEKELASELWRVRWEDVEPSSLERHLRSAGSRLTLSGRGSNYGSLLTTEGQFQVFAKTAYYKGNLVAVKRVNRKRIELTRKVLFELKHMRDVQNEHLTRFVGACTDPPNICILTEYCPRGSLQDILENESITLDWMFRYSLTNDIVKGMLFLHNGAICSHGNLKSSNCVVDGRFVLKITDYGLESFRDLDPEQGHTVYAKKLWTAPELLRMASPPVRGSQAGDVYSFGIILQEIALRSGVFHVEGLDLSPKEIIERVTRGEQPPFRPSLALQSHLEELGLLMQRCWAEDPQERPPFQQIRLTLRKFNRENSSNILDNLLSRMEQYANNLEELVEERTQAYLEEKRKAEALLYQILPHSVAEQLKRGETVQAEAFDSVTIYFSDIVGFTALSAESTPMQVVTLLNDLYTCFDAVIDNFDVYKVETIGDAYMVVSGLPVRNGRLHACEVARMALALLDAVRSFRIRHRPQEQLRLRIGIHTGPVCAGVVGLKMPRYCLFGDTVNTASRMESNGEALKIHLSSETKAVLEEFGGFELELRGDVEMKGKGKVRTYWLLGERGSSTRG
ADAM17 inh – inhibits human ADAM17; AID 720648; inhibition, % at 6.95 µM; recombinant ADAM17, EDANS/DABCYL FRET peptide cleavage; actives 0.83% (n = 370,000);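 active = inhibition above the mean of compounds lying between control limits plus 3 SD, set per campaign, cut at about 8.5% in these data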;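 also: 0% = DMSO-only wells as the low control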
GAA850 FXN act – frataxin GAA850 promoter activation; HEK293 lucGAA850 FXN promoter luciferase reporter, 24 h; percent of 10 µM SAHA response; activation, % at 6 µM; actives 0.56% (n = 360,000);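 active = activation above the average of all compounds screened plus 3 SD, cutoff fixed separately per campaign, cut at about 7.5% in these data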;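 also: 0% = DMSO wells and 100% = 10 µM SAHA wells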
hgDAF-12 ag – hgDAF-12 agonism, primary luciferase screen; activation, % at 6.8 µM; HEK293 GAL4-hgDAF12 UAS-luciferase reporter, agonist luminescence; normalized to butyrate control; actives 1.8% (n = 370,000); AID 687014;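 active = activation above a cutoff set at the mean of all screened compounds plus 3 SD, cut at about 10% in these data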;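 also: 0% = DMSO wells and 100% = sodium butyrate wells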
SMARCA2 act – increases SMARCA2 function in MMTV reporter cells; MG213 cells, MMTV-luciferase reporter, dexamethasone, overnight; activation, % at 9.1 µM; actives 1% (n = 370,000); AID 652017; in the data active = activation above about 7.8%;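 also: 0% = vehicle wells and 100% = reference activator wells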
PG9 Ab binder – small molecules binding HIV-1 gp120 antibody PG9. TR-FRET gp120-PG9 antibody binding. inhibition, % at 6.7 µM. actives 0.43% (n = 360,000). AID 624416; in the data active = inhibition above about 8.5%
ssDAF-12 act – activates DAF-12 receptor from parasite S. stercoralis. HEK293 ssDAF-12/GRIP1 lit1-tk-luc reporter, luminescence; % of 3 µM dafachronic acid response. activation, % at 6.8 µM. actives 1% (n = 370,000). AID 652126;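 active = activation above the mean over all tested compounds plus 3 SD, cut at about 0.9% in these data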;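 also: 0% = DMSO-only wells and 100% = 3 µM delta7-dafachronic acid wells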
ADAM10 inh – ADAM10 inhibition, QFRET primary screen; actives 0.62% (n = 370,000); O14672; recombinant ADAM10, EDANS/DABCYL FRET peptide cleavage, 3 h; inhibition, % at 7 µM; AID 720582;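 active = inhibition above a per-campaign cutoff equal to the mean of compounds falling between control-based bounds plus 3 SD, cut at about 20% in these data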;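 also: 0% = DMSO wells while the 100% control is not disclosed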
DAX1 inh-1 – NR0B1 (DAX1) inhibition | P51843 | HEK293 Gal4-DAX1 luciferase reporter, luminescence | inhibition, % at 6.75 µM | actives 0.99% (n = 340,000) | AID 504766;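 active = inhibition above the mean over all tested compounds plus 3 SD, cut at about 4.2% in these data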;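 also: 0% = DAX1-transfected cells with DMSO and 100% = empty-vector control cells with DMSO; inhibition shows as a rise in luminescence from relieved DAX1 repression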
DAX1 inh-2 – DAX1 (NR0B1) inhibition, primary screen; HEK293T StAR-luciferase reporter, SF-1/DAX-1 repression relief; inhibition, % at 6.8 µM; actives 1.1% (n = 370,000); AID 652010;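 active = inhibition above the mean over all tested compounds plus 3 SD, cut at about 3.6% in these data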;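 also: 0% = DAX-1 cells with DMSO and 100% = cells lacking DAX-1 with DMSO; higher inhibition means more luminescence from relief of DAX-1 repression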
* = called active by the depositor; . = not tested or not shown. Outcome played no part in choosing rows. Share with any hit: about 6.8%.

Abbreviations: A = hcDAF12 agonist; B = GC-A act; C = ADAM17 inh; D = GAA850 FXN act; E = hgDAF-12 ag; F = SMARCA2 act; G = PG9 Ab binder; H = ssDAF-12 act; I = ADAM10 inh; J = DAX1 inh-1; K = DAX1 inh-2
Molecule: CSc1nc2ccc(NS(=O)(=O)c3ccc(Br)s3)cc2s1
  A: 1.6; B: 6; C: 1; D: 2.6; E: -1.1; F: -3; G: -0.8; H: -1.3; I: 4; J: 3.5; K: 0.5

Molecule: O=C(CCn1c(=O)oc2ccccc21)NCCCN1CCOCC1
  A: -0.6; B: 2; C: -3; D: -0.8; E: -1.3; F: 0; G: 0.6; H: -0.9; I: 1; J: -0.1; K: 0.2

Molecule: Cc1ccnc(NC(=O)CCC(=O)N(Cc2ccco2)C(C(=O)NC(C)C)c2ccc(F)cc2)c1 (stereo not drawn)
  A: -1.4; B: -1; C: -1; D: -0.6; E: -1.1; F: -3; G: -0.7; H: -1.3; I: -6; J: -0.6; K: -0.4

Molecule: O=C(Cc1ccc([N+](=O)[O-])cc1)Nc1ccc2c(c1)CCC2
  A: -1.3; B: 3; C: 2; D: -0.5; E: -0.9; F: 0; G: -2.3; H: -0.4; I: 6; J: -0.5; K: 0.2

Molecule: Cn1c(C(=O)NCc2cccs2)cc2c(=O)n(C)c3ccccc3c21
  A: 1.1; B: 9; C: -4; D: -0.1; E: 1.4; F: -1; G: -1.2; H: -0.8; I: -14; J: 2.0; K: -0.1

Molecule: CCOc1ccc(Cc2nnc(N)s2)cc1OCC
  A: -1.5; B: 5; C: -6; D: 1.8; E: 0.3; F: 1; G: 0.8; H: -1.1; I: -3; J: 0.9; K: 0.2

Molecule: COc1ccc(-n2cnnc2SCc2ncc(-c3ccccc3)o2)cc1
  A: -1.3; B: -3; C: -1; D: -0.8; E: 1.5; F: -4; G: -1.6; H: -0.7; I: 1; J: 0.4; K: -0.1

Molecule: CCCS(=O)(=O)N1CCC(C(=O)NCCCN(CC)c2cccc(C)c2)CC1
  A: -0.4; B: 6; C: 1; D: 1.9; E: -1.6; F: 1; G: -0.7; H: -1.5; I: -9; J: -0.7; K: 0.0

Molecule: COc1ccccc1NC(=O)N1CCC(c2nnc(SCC(N)=O)n2C)CC1
  A: 0.5; B: -5; C: -1; D: -0.1; E: 1.0; F: -1; G: 0.4; H: -1.3; I: 0; J: -0.1; K: -0.2

Molecule: CCc1noc(C)c1C(=O)Nc1nc(-c2ccc(NC(C)=O)cc2)cs1
  A: -2.6; B: 0; C: -3; D: -1.6; E: -1.3; F: 1; G: -0.4; H: -1.3; I: -5; J: -2.2; K: -3.1

Molecule: COc1ccc(N(C(=O)Cn2nnc3ccccc32)C(C(=O)NCc2ccco2)c2ccc(C)o2)cc1 (stereo not drawn)
  A: -2.6; B: -9; C: 0; D: -2.5; E: 0.1; F: -1; G: -0.1; H: -1.4; I: -10; J: -0.4; K: -0.8

Molecule: CN(C)C=NC(=O)c1ccc(N2CCN(c3ncc(C(F)(F)F)cc3Cl)CC2)cc1
  A: -1.4; B: -6; C: -5; D: 1.1; E: -2.5; F: 0; G: 5.0; H: -1.2; I: -1; J: 1.7; K: -0.2

Molecule: Cc1ccc(NC(=O)c2nn(C34CC5CC(CC(C5)C3)C4)cc2[N+](=O)[O-])cc1
  A: -1.5; B: 1; C: 3; D: -0.8; E: -2.9; F: 1; G: -2.9; H: -1.6; I: 16; J: -0.1; K: -0.6

Molecule: O=S(=O)(c1ccc(Cl)cc1)N1CCN(c2nc(-c3cccs3)nc3ccccc23)CC1
  A: -1.1; B: -4; C: -2; D: 2.1; E: -0.5; F: 2; G: -2.3; H: -1.4; I: -6; J: 0.2; K: -0.2

Molecule: CC(=O)c1ccc(N2CCN(S(=O)(=O)c3ccccc3)CC2)c(F)c1
  A: 0.6; B: -3; C: -1; D: 1.0; E: -2.0; F: -3; G: -1.9; H: -1.5; I: -6; J: -0.1; K: -0.3

Molecule: Cc1c(Cl)ccc2c(C(=O)NCCN3CCCCC3)cc(-c3ccccn3)nc12
  A: 3.5; B: -6; C: -5; D: 5.1; E: -4.2; F: 5; G: 0.4; H: 0.1; I: -15; J: -0.2; K: 1.1

Molecule: CCOc1ccccc1NC(=O)COC(=O)CN1C(=O)NC(C)(C)C1=O
  A: -0.5; B: 0; C: -1; D: 1.6; E: 1.1; F: -1; G: -0.6; H: -1.5; I: 2; J: 0.1; K: 1.0

Molecule: COc1cccc(CNC(=O)Cn2c(=O)n(CCC(=O)N3CCCCC3)c(=O)c3sccc32)c1
  A: 2.2; B: -1; C: 2; D: 0.8; E: -0.9; F: -1; G: -1.2; H: -1.2; I: 1; J: 0.4; K: 0.4

Molecule: COc1ccc(-c2c(NC(=O)c3ccco3)oc3c(C)cccc3c2=O)cc1
  A: -2.8; B: 0; C: -3; D: 0.1; E: -1.1; F: -2; G: -1.2; H: -1.3; I: -1; J: -0.5; K: -3.5

Molecule: Cc1onc(-c2ccccc2)c1C(=O)Nc1ccc(Cl)c(S(=O)(=O)N2CCOCC2)c1
  A: -2.7; B: 3; C: 11*; D: 2.4; E: -3.1; F: -5; G: -2.0; H: -0.7; I: -4; J: 0.3; K: 1.9

Molecule: CCOc1ccc(C2/C(=C(\O)c3ccc4c(c3)OCCO4)C(=O)C(=O)N2Cc2cccnc2)cc1OCC (stereo not drawn)
  A: 0.5; B: 2; C: -3; D: 0.5; E: -0.2; F: 0; G: 1.6; H: -1.0; I: 3; J: 0.4; K: -0.4

Molecule: COc1ccccc1N1CC(C(=O)Nc2ccc(S(=O)(=O)N3CCOCC3)cc2)CC1=O (stereo not drawn)
  A: -0.7; B: 4; C: -3; D: 0.7; E: 1.1; F: 2; G: 0.6; H: -1.3; I: -6; J: 0.9; K: -0.8

Molecule: CC(=O)NC(c1ccccc1)c1nc(-c2csc3ccccc23)cs1 (stereo not drawn)
  A: -1.7; B: -5; C: 4; D: -0.2; E: -0.4; F: -3; G: -1.3; H: -1.0; I: 3; J: .; K: -0.2

Molecule: Cc1[nH]c2ccccc2c1C(=O)CSC(=S)N1CCOCC1
  A: -0.8; B: -21; C: -1; D: 4.8; E: -0.3; F: 0; G: -1.1; H: -0.1; I: -5; J: -0.5; K: 0.3

Molecule: Cc1nc(=O)c(-c2ccccc2)c(C)n1-c1ccc(O)cc1
  A: 0.5; B: 3; C: -4; D: 1.1; E: 1.0; F: 1; G: 0.0; H: -1.9; I: 3; J: 0.8; K: 1.5

Molecule: NS(=O)(=O)c1ccc(NC(=O)C2Cc3ccccc3C(=O)O2)cc1 (stereo not drawn)
  A: -1.1; B: 2; C: 3; D: -0.3; E: -0.7; F: 0; G: -2.8; H: -1.6; I: 2; J: 0.0; K: 0.1

Molecule: CCCCCCN1C[C@H](O)[C@@H](n2cc(COC(=O)c3ccccc3)nn2)C[C@@H]1c1ccccc1
  A: -0.7; B: -3; C: 4; D: -0.1; E: 0.6; F: -4; G: -0.5; H: -1.2; I: 7; J: 0.3; K: 0.3

Molecule: COc1cccc(NC(=O)Nc2cccc(C(=O)O)c2)c1
  A: -0.2; B: 3; C: 0; D: 5.0; E: 8.6; F: 5; G: 0.3; H: -0.7; I: 0; J: -4.2; K: 1.3

Molecule: Cc1cc(=O)[nH]c(SCC(=O)Nc2ccc(F)cc2F)n1
  A: -0.7; B: -8; C: 7; D: .; E: 2.4; F: -5; G: .; H: -1.3; I: -6; J: .; K: 0.7

Molecule: CCN(CC)N=Nc1[nH]nc2nc(C)cc(C)c12
  A: -1.1; B: 2; C: -4; D: 0.8; E: -1.5; F: -3; G: -0.6; H: -1.0; I: -19; J: 0.8; K: 0.3

Molecule: CC(CCc1ccccc1)NC(=O)COC(=O)c1cccs1 (stereo not drawn)
  A: -1.2; B: 0; C: -3; D: 0.4; E: -0.9; F: 1; G: 0.2; H: -1.8; I: -1; J: 0.2; K: -0.1

Molecule: O=C(COc1cccc2c1CCNC2=O)Nc1ccc(F)cc1
  A: -0.6; B: 1; C: -5; D: 0.6; E: 0.0; F: -2; G: 1.2; H: -1.0; I: -13; J: -0.3; K: -1.4

Molecule: O=C(Cc1cccs1)Nc1nnc(-c2ccccc2)s1
  A: 1.6; B: 4; C: -6; D: 3.6; E: 3.4; F: -1; G: 3.7; H: -0.3; I: -13; J: 3.4; K: 1.0

Molecule: Cc1cc(/C=N/O)c(C)n1-c1cccc(Cl)c1
  A: -0.9; B: -2; C: 0; D: 1.4; E: 2.1; F: -1; G: -2.1; H: -1.9; I: 0; J: -0.2; K: 0.4

Molecule: CC(C)Oc1ccccc1C1NC(=O)CCC1[N+](=O)[O-] (stereo not drawn)
  A: -0.6; B: 1; C: -2; D: 0.0; E: 1.1; F: -1; G: 1.2; H: -0.9; I: 4; J: -1.2; K: -0.1

Molecule: O=C1C=C(NCc2ccc(Cl)cc2)CCC1
  A: -1.5; B: 8; C: -18; D: -0.6; E: 1.7; F: -3; G: -3.0; H: -0.5; I: -36; J: -0.3; K: -0.4

Molecule: O=[N+]([O-])c1ccc(N=NNc2ccc([N+](=O)[O-])cc2)cc1
  A: -0.2; B: 11; C: -6; D: -1.0; E: 0.6; F: -1; G: -0.9; H: 0.3; I: -13; J: 0.1; K: 0.6

Molecule: O=C1CCCc2c1oc1c2CCCC1
  A: -0.4; B: 3; C: -2; D: 1.6; E: -0.8; F: 3; G: -0.3; H: -0.9; I: 1; J: -0.1; K: 0.6

Molecule: Cc1ccc(CNS(=O)(=O)CCNC(=O)c2ccc3c(c2)OCO3)cc1
  A: 1.2; B: 3; C: -4; D: 1.6; E: -1.6; F: 2; G: 0.9; H: -1.2; I: 3; J: 1.2; K: 0.0

Molecule: c1cnc2nc(-c3ccc4c(c3)OCO4)cn2c1
  A: 3.2; B: 3; C: -38; D: 3.6; E: 13*; F: 7; G: -1.2; H: -0.9; I: -106; J: 1.0; K: 4.1*

Molecule: Cc1ccc(N2CCCCn3c2nc2c3c(=O)n(CC(=O)O)c(=O)n2C)cc1
  A: -0.5; B: -2; C: -3; D: -0.8; E: -0.4; F: 1; G: -0.1; H: -1.0; I: 3; J: 0.8; K: -0.1

Molecule: CCCCCC[N+](C)(C)CCSSCC[N+](C)(C)CCCCCC
  A: -1.2; B: 3; C: 0; D: 1.0; E: -0.8; F: 0; G: 0.8; H: -1.7; I: 0; J: 0.2; K: 0.1

Molecule: CCOC(=O)[C@H]1[C@H]2COc3ccccc3[C@@H]2N2C(=O)c3cc(F)ccc3NC(=O)[C@@]12C
  A: -1.1; B: -1; C: -1; D: -5.8; E: 2.1; F: 0; G: 0.4; H: -0.6; I: 2; J: 0.0; K: 0.2

Molecule: O=C(OCCN1CCCC1)C1(c2ccccc2)CCCC1
  A: -0.6; B: -7; C: 0; D: 2.9; E: 1.4; F: 2; G: -1.3; H: -0.8; I: -1; J: -0.5; K: 0.2

Molecule: CCN(C(=O)CSc1nnnn1C)c1c(N)n(Cc2ccccc2)c(=O)[nH]c1=O
  A: -0.6; B: 4; C: 1; D: 1.0; E: -2.9; F: 1; G: 0.5; H: -1.5; I: 2; J: -0.1; K: 0.3

Molecule: Cn1ccnc1SCC(=O)c1c[nH]c2ccccc12
  A: 9.3*; B: -2; C: 2; D: 5.8; E: 9.9; F: 5; G: -5.8; H: 3.8*; I: -1; J: 2.4; K: 2.5

Assay outcomes (PubChem)
